# RGS4 act = potentiators or activators of RGS4; HEK293 M3R/inducible RGS4, carbachol calcium flux Fluo4; active compounds read low; B-score at 10 µM; 310,000 compounds, 0.92% hits; AID 463111;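 active = B-score of the integrated calcium signal more than 4 SD below the library mean, with starting fluorescence not abnormally high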;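 note: negative B-score means reduced calcium response which marks RGS4 activation or potentiation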
#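 Reagent: ECmax carbachol challenge; Test system: M3R-expressing HEK293 line, RGS4 induced by doxycycline; Schedule: overnight RGS4 induction, 30 min dye load 37 °C, 20 min compound RT; Detection: calcium dye Fluo4 fluorescence; Read-out: Agonist-evoked peak-minus-minimum fluorescence over baseline, integrated ratio, B score.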
# KCNQ1 pot = potentiators or activators of human KCNQ1 potassium channel; P51787; CHO-K1 KCNQ1, thallium flux FluxOR fluorescence; active compounds read high; B-score at 10 µM; 310,000 compounds, 0.35% hits; AID 2648;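 active = fluorescence ratio B-score, a plate-corrected score, at least three library SD, with initial intensity B-score within 5 SD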
#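 System: Stable KCNQ1 CHO-K1 line | Incubation: 90 min dye loading and 20 min compound exposure, both at room temperature | Measure: Ratio B score | Medium: Assay buffer for compound exposure, DMSO matched across wells | Compound dosing: Single-concentration screen | Probe or stimulus: K+/Tl+ depolarizing stimulus | Measured by: Kinetic FluxOR fluorescence, 10 s baseline plus 110 s post-stimulus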
# KCNK3 block = human KCNK3 channel inhibition, primary screen; B-score at 10 µM; CHO-KCNK3 thallium flux, FluxOR fluorescence; active compounds read low; 340,000 compounds, 0.84% hits; O14649;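 active = B-score under library mean minus 4 SD, starting fluorescence ratio at most library mean plus 5 SD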;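 note: more negative B-score means stronger inhibition of thallium flux through KCNK3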
# Target sequence (O14649 whole entry, looked up): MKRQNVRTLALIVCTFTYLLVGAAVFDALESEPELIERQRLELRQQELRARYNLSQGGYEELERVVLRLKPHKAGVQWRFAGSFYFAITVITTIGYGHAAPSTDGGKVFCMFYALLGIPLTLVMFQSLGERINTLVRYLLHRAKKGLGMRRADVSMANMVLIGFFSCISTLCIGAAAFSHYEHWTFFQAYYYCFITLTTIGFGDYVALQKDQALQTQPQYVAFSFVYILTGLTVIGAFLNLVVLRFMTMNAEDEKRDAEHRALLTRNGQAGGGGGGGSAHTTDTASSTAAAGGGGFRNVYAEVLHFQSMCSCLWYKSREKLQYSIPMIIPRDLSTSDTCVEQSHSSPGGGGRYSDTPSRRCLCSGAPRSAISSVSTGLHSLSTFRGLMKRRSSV
# HDAC3 inhib = inhibitors of human histone deacetylase 3; AID 2718; recombinant HDAC3, fluorogenic peptide/trypsin coupled, fluorescence; inhibition, % at 8.3 µM; 320,000 compounds, 0.15% hits; O15379; in the data active = inhibition above about 26%, passing the limit was not always enough; inconclusive = no clear call, values can overlap the other calls
# KCNK9 inh = blocks the human KCNK9 two-pore domain potassium channel | HEK293 KCNK9, FluxOR thallium flux fluorescence; active compounds read low | 310,000 compounds, 1.2% hits | B-score at 10 µM | AID 488922 | Q9NPC2;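 active = ratio B-score over 3 SD below the library mean, with starting fluorescence within 5 SD of its mean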;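 note: negative B-score means less thallium flux so channel inhibition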
# GSK3 alpha inh = blocks human GSK-3 alpha kinase. 320,000 compounds, 0.1% hits. inhibition, % at 10 µM. ADP-Glo luminescence, 60 min. P49840. AID 2650;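 in the data active = inhibition above about 50%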;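 note: GST-tagged GSK-3 alpha with peptide substrate and 25 µM ATP; 0% = DMSO neutral wells and 100% = GW8510 positive control wells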
# Target sequence (P49840 whole entry, looked up): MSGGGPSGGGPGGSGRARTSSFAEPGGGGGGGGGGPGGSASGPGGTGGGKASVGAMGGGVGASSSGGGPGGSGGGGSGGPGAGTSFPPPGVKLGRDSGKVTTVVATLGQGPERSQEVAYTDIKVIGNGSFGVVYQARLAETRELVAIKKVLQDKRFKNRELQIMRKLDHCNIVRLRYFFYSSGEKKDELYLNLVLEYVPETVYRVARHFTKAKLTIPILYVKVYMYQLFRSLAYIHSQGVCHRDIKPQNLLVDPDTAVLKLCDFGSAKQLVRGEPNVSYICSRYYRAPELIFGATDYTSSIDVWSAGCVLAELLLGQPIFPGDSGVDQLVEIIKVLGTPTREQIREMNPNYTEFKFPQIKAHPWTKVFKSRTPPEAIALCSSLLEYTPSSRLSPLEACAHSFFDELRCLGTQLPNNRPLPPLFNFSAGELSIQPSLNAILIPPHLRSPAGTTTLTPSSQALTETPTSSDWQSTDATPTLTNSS
# hERG rescue = shields human hERG channel from block by proarrhythmic agents. Q12809. 310,000 compounds, 0.51% hits. activation (rescue from dofetilide block), less the hit threshold, % at 10 µM. CHO-hERG, FluxOR thallium flux, dofetilide IC70 present;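 active = activation above the mean of controls blocked by dofetilide plus 5 SD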;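 note: thallium influx through hERG after potassium depolarization seen as dye fluorescence rise; in these data hits start at about 4.7%; inactives centre near -7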
# GSK3B inh = inhibitors of human GSK3beta kinase; GST-GSK3beta kinase, ADP-Glo luminescence, 60 min; active compounds read low; activity score (negative = inhibition), % at 10 µM; 300,000 compounds, 0.038% hits; AID 2097;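 active = more than half of replicate wells score below -50%, meaning over 50% inhibition versus plate controls; inconclusive = some replicates but at most half score below -50%; inactive = no replicate scores below -50%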;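 note: 0% = median DMSO wells and -100% = median GW8510 positive control wells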
#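 test system = GST-tagged human GSK3beta kinase, cell-free | reagent = 25 µM ATP with peptide substrate | dosing = one dose of 10 µM per compound | schedule = 60 min reaction, RT | detection = luminescent ADP-Glo measurement of ADP formed | control set = DMSO neutral wells and GW8510 at 20 µM as positive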
# PolyA inh = blocks polyadenylation in yeast reporter cells; S. cerevisiae SKY197-pL101 polyadenylation reporter, beta-gal luminescence; efflux-impaired pdr1/pdr3 knockout yeast; score 100 = 6 SD above DMSO; calls only at 12 µM; 300,000 compounds, 0.02% hits; AID 1875;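 active = lowest replicate activity score at least 50, where 100 means six control SD above control mean; inconclusive = lowest score under 50 but half or more replicates reach 50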;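 note: yeast exposed to compound for 9 h at 30 °C; higher score means more reporter readthrough which indicates perturbed polyadenylation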
# KCNQ1 block = blocks the human KCNQ1 potassium channel. B-score at 10 µM. 310,000 compounds, 1.3% hits. P51787. CHO-K1 KCNQ1, FluxOR thallium flux fluorescence; active compounds read high. AID 2642;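 active = compounds whose thallium flux B-score, printed positive for inhibition, exceeds three library SD while starting fluorescence stays within three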;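 note: channel opened by potassium depolarization with thallium stimulus after 20 min compound exposure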
# DYRK1A inh = inhibitors of rat Dyrk1A kinase. Q63470. ADP-Glo luminescence, NFATc1 peptide. inhibition, % at 12.5 µM. 310,000 compounds, 0.43% hits. AID 504441; in the data active = inhibition above about 50%;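 note: plate controls were vehicle with enzyme for no effect and no enzyme for full effect; many of its hits are not listed in these tables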
# Numbers without * were called inactive; i = inactive; ? = inconclusive; nt = not tested or not shown. Only part of the results is shown; rates above refer to the full screens.
# Below each compound – RGS4 act, KCNQ1 pot, KCNK3 block, HDAC3 inhib, KCNK9 inh, GSK3 alpha inh, hERG rescue, GSK3B inh, PolyA inh, KCNQ1 block, DYRK1A inh
(1) C=CCc1c(C)nc(-c2ccccc2)nc1N/N=C(\C)c1ccccc1
    i, i, i, nt, i, nt, -4.9, 3.7, i, i, 11.6
(2) Cc1csc(=NC(=O)c2ccccc2)n1Cc1ccco1
    i, i, i, 1.1, i, -2.9, -3.6, -2.7, i, i, -5.7
(3) O=C(CN1CCN(c2ccccc2O)CC1)Nc1cccnc1Cl
    i, i, i, 9.3, i, 9.4, -20.6, -0.7, i, i, 16.9
(4) Cc1ccc(S(=O)(=O)NC2=NCN(Cc3ccccc3)CN2)cc1
    i, i, i, 1.5, i, -1.0, -2.9, -3.1, i, i, 3.1
(5) O=C(Cn1nnc(-c2ccc3c(c2)OCO3)n1)Nc1ccccc1C(=O)O
    i, i, i, 0.0, i, -1.9, -3.9, -0.6, i, i, 1.6
(6) C=CCNC(=S)N/N=C/c1cn(-c2ccccc2)nc1-c1ccc(OC)cc1
    i, i, i, 4.4, i, -2.6, -4.2, 0.5, i, i, 8.7
(7) CCNC(=O)c1cccc(S(=O)(=O)N2CCCCCC2)c1
    i, i, i, -1.8, i, 0.3, -9.2, -1.3, i, i, -1.1
(8) O=C(C[n+]1cccc2ccccc21)c1ccccc1
    i, i, i, 0.2, i, -1.2, -3.1, -0.5, i, i, -4.8
(9) COC(=O)c1sccc1NC(=O)c1cc2c(s1)CCCC2
    i, i, i, -1.4, -6.73*, nt, -8.7, 5.1, i, i, 13.5
(10) Cc1cc(C)c(NC(=O)COC(=O)Cc2cccs2)c(C)c1
    i, i, i, 0.2, i, -2.4, -14.3, -1.6, i, i, -10.8
(11) CCN(CC)CCNC(C(=O)Nc1cc(C(F)(F)F)ccc1Cl)c1ccccc1 (stereo unspecified)
    i, i, i, -1.5, i, 0.3, -14.2, -1.3, i, i, nt
(12) Cc1nn(Cc2cccc(C(=O)N3N=C(C(F)F)CC3(O)C(F)F)c2)c(C)c1[N+](=O)[O-] (stereo unspecified)
    i, i, i, 2.8, i, -0.4, -7.4, 4.6, i, i, 0.3
(13) O=C(CCN1C(=O)C2C3CCC(C3)C2C1=O)Nc1ccccc1Cl (stereo unspecified)
    i, i, i, -1.7, i, -0.9, -9.8, 2.1, i, i, -0.6
(14) O=C(Nc1ccccc1F)Nc1ccccc1N1CCCCC1
    i, i, i, -4.5, i, 4.2, -6.3, 1.5, i, i, 10.0
(15) Cc1cc(C)cc(N(C(=O)c2sc(C)nc2C)C(C(=O)NC(C)(C)C)c2ccncc2)c1 (stereo unspecified)
    i, i, i, 0.6, i, -2.6, 1.2, -0.9, i, i, -2.5
(16) COc1ccc2cc(/C=C/C(=O)N3CCN(CC(=O)N4CCCCCC4)CC3)ccc2c1
    i, i, i, -10.8, i, 3.0, -18.6, nt, i, i, 2.8
(17) O=C(Nc1ccc2nn(-c3ccc(F)cc3)nc2c1)c1cccnc1
    i, i, i, -1.9, i, -0.5, -20.2, -3.3, i, i, -8.8
(18) O=C(O)CN(Cc1ccco1)S(=O)(=O)c1ccccc1
    i, i, i, -2.1, i, -6.1, -3.4, 2.3, i, i, 0.8
(19) CCOc1ccc(N(CC(=O)NCC2CCCO2)C(=O)CCC(=O)Nc2nccs2)cc1 (stereo unspecified)
    i, i, i, -2.1, i, 4.1, -9.6, 2.4, i, i, 1.7
(20) COC(=O)c1ccc(OCC(=O)Nc2ccsc2C(=O)OC)cc1
    i, i, i, 3.9, i, -1.3, -9.6, 1.4, i, i, 3.5
(21) COc1cccc(N=C2C(=O)N3CCCc4cccc2c43)c1
    i, i, i, 4.1, i, 0.1, -2.1, 1.5, i, i, -4.3
(22) O=C(O)c1cccc(NCc2ccncc2)c1
    i, i, nt, 1.1, i, -3.9, -1.6, -1.8, i, i, nt
(23) Cc1nn(-c2ccccc2)c(C)c1NC(=O)COc1ccc2ccccc2c1
    i, i, i, -2.9, i, nt, -8.4, 2.5, i, i, -10.5
(24) O=c1cnnc(SCCc2ccccc2)[nH]1
    i, i, i, 21.1, i, -3.5, -2.0, 4.2, i, i, 8.7
(25) O=C(NCc1cccs1)C1CCN(S(=O)(=O)c2cccc3cccnc23)CC1
    i, i, i, -7.0, i, 0.5, -1.2, 0.3, i, i, 2.0
(26) O=C(CCN1CCOCC1)NC12CC3CC(CC(C3)C1)C2
    i, i, i, -1.4, i, -1.7, -4.9, -1.2, i, i, -0.8
(27) CCOC(=O)c1[nH]c(C)c(C(=O)NCc2ccco2)c1C
    i, i, i, 1.8, i, nt, -4.6, 3.2, i, i, -6.1
(28) COCCCNC(=O)CSc1nc2cc(C(=O)NCCOC)ccc2c(=O)n1Cc1ccc2c(c1)OCO2
    i, i, i, -1.0, i, -1.0, -2.2, 2.3, i, i, -0.3
(29) Cc1ccc(NS(=O)(=O)c2ccc(OCC(N)=O)cc2)cc1
    i, i, i, 5.0, i, -2.8, 2.3, -2.4, i, i, 2.8
(30) O=C(Cn1cnc2c(nnn2Cc2ccc(Cl)cc2)c1=O)NC1CCCC1
    i, i, i, -1.4, i, -0.7, -6.3, 0.6, i, i, -4.6
(31) CCCC(=O)Nc1ccc2c(c1)c1ccccc1n2CC
    i, i, i, -8.7, i, -0.3, -8.7, 1.9, i, i, -3.0
(32) Cn1c(-c2ccc(Br)o2)nc2ccccc21
    i, i, i, 1.4, i, 2.3, -6.9, -1.8, i, i, 2.4
(33) O=C1C2CCCN2C(=S)N1c1ccccc1 (stereo unspecified)
    i, i, i, 0.2, i, -1.3, -3.4, 0.3, i, i, 0.1
(34) O=C(NC(=S)Nc1ccccc1)C1CCCCC1
    i, i, i, 3.7, i, -1.9, -8.4, -8.4, i, i, -2.7
(35) CCCCNC(=O)C(C#N)c1nc2ccccc2nc1N1CCCC1 (stereo unspecified)
    i, i, nt, nt, i, nt, -6.1, 0.4, i, i, nt
(36) COc1ccc(N2C(=O)c3ccccc3NC2c2ccc(OC)c(COc3ccccn3)c2)cc1 (stereo unspecified)
    i, i, i, 4.4, i, -0.4, -15.1, 3.2, i, i, -4.5
(37) Cc1cccc(C)c1-n1nnnc1SCSc1nnnn1-c1c(C)cccc1C
    i, i, i, 1.0, -12.9*, -3.0, -7.8, 2.7, i, i, 7.4
(38) Cc1ccc(CC(=O)Nc2nnc(-c3ccc(F)cc3)o2)c(C)c1
    i, i, i, -6.3, i, -3.1, -8.7, -2.1, i, i, 4.2
(39) COc1cccc(NC(=O)Nc2c(C)n(C)n(-c3ccccc3)c2=O)c1
    i, i, i, 0.0, i, 0.1, -9.6, -1.0, i, i, -4.4
(40) CCOc1cc(C(=O)N2CCC3(CC2)NCCc2[nH]cnc23)cc(OCC)c1OCC
    i, i, i, -6.5, i, 1.3, -4.3, 0.3, i, i, 1.8
(41) CC(O)CNc1ccc(-c2nn(C)c(=O)c3ccccc23)cc1[N+](=O)[O-] (stereo unspecified)
    i, i, i, 1.7, i, -3.0, -6.3, -1.6, i, i, -0.9
(42) CC(CCCN(C)C)C(Cc1ccccc1)c1ccccc1 (stereo unspecified)
    -7.81*, i, i, 3.7, i, 11.8, -13.3, -4.1, i, i, nt
(43) CN(C)C1N(C(=O)c2ccccc2)N=C2c3ccccc3S(=O)(=O)N21 (stereo unspecified)
    i, i, i, 5.4, i, 2.1, -3.6, -0.4, i, i, 0.5
(44) Cc1ccc(S(=O)(=O)Oc2ccccc2/C=C2\SC(=O)NC2=O)cc1
    i, i, i, 3.1, i, -2.3, -16.2, 1.6, i, 8*, 27.9
(45) CC(=O)NCc1ccc2[nH]c(C)cc2c1
    i, i, i, -1.7, i, 0.8, -8.7, 0.4, i, i, -0.5
(46) COCCN(C(=O)c1csnn1)C(C(=O)NC1CCCC1)c1ccc(C)cc1 (stereo unspecified)
    i, i, i, 2.4, i, -5.0, -6.1, 2.7, i, i, 4.1
(47) CC(C)(C)C(=O)/C(=C/c1ccc(Cl)cc1)n1cncn1
    i, i, i, 3.3, i, 3.1, -7.4, 1.9, i, i, -2.0
(48) CC1CCN(S(=O)(=O)c2ccc3c(c2)CC(C)N3C(=O)C2CCC2)CC1 (stereo unspecified)
    i, i, i, 8.7, i, -1.2, -6.3, -2.0, i, i, nt
(49) O=C(Nc1ccnn1C1CCN(Cc2ccc(O)c(Cl)c2)CC1)C1CCCC1
    i, i, i, -0.6, i, -0.5, -6.0, -3.3, i, i, 1.9
(50) O=C(Nc1ccc(Oc2cccnc2)cc1)C1CCN(Cc2cc(Cl)ccc2O)CC1
    i, i, i, 6.2, i, 1.2, -8.8, 5.9, i, i, 5.3
(51) CC(c1ccco1)N(C(=O)c1ccc(C(F)(F)F)cc1)c1ccccn1 (stereo unspecified)
    i, i, i, -4.2, i, -0.4, -11.1, 0.4, i, i, -0.6
(52) CCSc1cc(N2CCCC2)nc(-c2ccccc2)n1
    i, i, i, -1.5, i, 25.6, -4.5, 2.3, i, i, 4.8
(53) Cc1ccc(C(c2ccc(C)o2)c2cccc([N+](=O)[O-])c2O)o1
    i, i, -9.79*, -4.8, -11*, -2.9, -17.8, 3.2, i, i, -1.0
(54) O=C(Nc1sc2c(c1C(=O)O)CCCCC2)c1ccccc1
    i, i, i, -2.7, i, -1.7, -3.4, 3.2, i, i, 7.7
(55) O=C(NCc1cccs1)c1ccccc1C(=O)NCc1cccs1
    i, i, i, ?, i, -5.8, -13.5, 1.9, i, i, 7.8
(56) O=C(Nc1ccc2c(c1)S(=O)(=O)N=C1CCCCCN12)c1ccccc1Cl
    i, i, i, 5.1, i, -0.4, -7.2, 0.7, i, i, 1.7
(57) COc1ccccc1-c1nnc(Nc2nc3c(OC)cccc3s2)o1
    i, i, i, -16.3, i, -0.9, -16.4, -1.4, i, i, -3.0
(58) O=C(Cn1cc(C(F)(F)F)cc(Cl)c1=O)Nc1cc(S(=O)(=O)N2CCOCC2)ccc1Cl
    i, i, i, 2.4, i, -1.7, -10.6, -4.4, i, i, 0.5
(59) O=C(Nc1cccc(S(=O)(=O)N2CCOCC2)c1)C1=NN(c2ccccc2)C(=O)CC1
    i, i, i, -0.1, i, 2.9, -9.3, 11.2, i, i, 6.9

# Assay outcomes from PubChem.
